High-throughput results as filed in PubChem.
SUMO1-SIM PPI: modulators of human SUMO1-mediated protein-protein interactions | P63165 | SUMO1 binding to a labelled peptide, TR-FRET, 1 h | inhibition, % at 20 µM | 360,000 compounds, 0.33% hits; in the data active = inhibition above about 37%
Target sequence (P63165 whole entry, looked up): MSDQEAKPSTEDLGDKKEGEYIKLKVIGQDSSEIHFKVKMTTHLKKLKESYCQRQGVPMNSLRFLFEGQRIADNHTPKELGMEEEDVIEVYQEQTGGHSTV
SKN-1 inh: C. elegans SKN-1 inhibition; C. elegans VP596 Pgst-4::GFP/RFP ratio, acrylamide-induced, 24 h; inhibition, % at 21.8 µM; 360,000 compounds, 0.49% hits;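 active = interference check ratio from 0.5 to 1.5 plus GFP to RFP signal ratio inhibition reaching or exceeding a fixed threshold, cut at about 30% in these data, passing the limit was not always enough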; note: some compounds called inactive have numbers as strong as hits
Scp1 inh: blocks human Scp-1 phosphatase activity | Recombinant Scp1, phosphopeptide, malachite green phosphate absorbance | 340,000 compounds, 0.88% hits | AID 493091 | Q9GZU7 | inhibition, % at 20 µM;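 active = inhibition above about 50% at 20 µM, limit read from the data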;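 note: plate controls were DMSO wells with enzyme for no effect and wells lacking enzyme for full effect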
Target sequence (Q9GZU7 76-261 limits assumed): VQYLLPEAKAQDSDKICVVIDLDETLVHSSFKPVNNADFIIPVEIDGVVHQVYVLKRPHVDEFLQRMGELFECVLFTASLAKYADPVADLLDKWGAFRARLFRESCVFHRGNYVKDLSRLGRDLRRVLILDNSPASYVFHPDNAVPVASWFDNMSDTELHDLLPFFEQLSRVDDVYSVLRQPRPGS
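assay system = SCP-1 phosphatase catalytic domain, residues 76-261 | buffer or medium = 50 mM Tris acetate pH 5.5, 0.005% Tween-20, 10 mM MgCl2 | incubation = enzyme reaction 45 min at room temperature, colour 5 min, stabilisation 30 min | signal = Phosphate-binding colour reagent, absorbance read at 630 nm | measure = % inhibition at 20 µM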
MT1-MMP act inh: inhibitors of human MT1-MMP activation; P50281; HT1080 RFP-PRO-GFP cells, GFP/RFP ratio fluorescence, overnight; percent of plate control window, DMSO zero; GFP/RFP ratio change, % at 20 µM; 360,000 compounds, 0.061% hits; AID 651647;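 active = GFP/RFP ratio change of at least 30% with cell ATP level not reduced by more than half and red fluorescence within 50% of control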; note: strong numbers were not always called active
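system = RFP-PRO-GFP reporter HT1080 cells | dosing = 20 µM single dose, 1% DMSO | timing = overnight cell settling, then overnight compound exposure, 37 °C, 5% CO2 | read-out basis = GFP/RFP fluorescence ratio | controls = DMSO and RFP-L50D-GFP cell wells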
STEP inh: STEP (human) phosphatase inhibition | P54829 | recombinant STEP, OMFP fluorogenic substrate, fluorescence | inhibition, % at 20 µM | 360,000 compounds, 0.25% hits;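 active = inhibition at 20 µM, scaled per plate between control wells, above about 37%, limit read from the data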;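 note: 0% = DMSO with enzyme and substrate and 100% = substrate only without enzyme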
Target sequence (P54829 whole entry, looked up): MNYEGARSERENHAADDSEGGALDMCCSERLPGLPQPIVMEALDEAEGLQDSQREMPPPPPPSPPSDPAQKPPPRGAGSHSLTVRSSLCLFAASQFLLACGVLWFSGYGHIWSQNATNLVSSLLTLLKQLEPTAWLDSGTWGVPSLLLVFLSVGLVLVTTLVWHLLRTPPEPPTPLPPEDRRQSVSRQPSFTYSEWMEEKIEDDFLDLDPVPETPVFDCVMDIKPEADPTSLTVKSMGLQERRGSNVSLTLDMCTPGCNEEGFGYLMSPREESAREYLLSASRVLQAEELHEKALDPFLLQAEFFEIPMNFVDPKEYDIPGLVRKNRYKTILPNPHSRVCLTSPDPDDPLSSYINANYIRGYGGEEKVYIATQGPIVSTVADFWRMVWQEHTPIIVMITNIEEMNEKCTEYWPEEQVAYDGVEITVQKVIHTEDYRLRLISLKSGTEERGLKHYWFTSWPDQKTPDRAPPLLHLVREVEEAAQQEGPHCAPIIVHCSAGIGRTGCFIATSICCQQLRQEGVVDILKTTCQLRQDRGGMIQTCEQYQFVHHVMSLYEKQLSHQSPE
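Material: STEP (striatal-enriched tyrosine phosphatase) enzyme, cell-free; Compound dosing: 20 µM single dose in 1% DMSO; Technique: fluorescence read at 480 nm ex / 540 nm em; Times: reaction 20 min, ambient temperature; Medium: 50 mM Bis-Tris pH 6.0 with 2.5 mM DTT and 0.005% Tween 20; Also added: OMFP at 25 µM.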
NadD block: blocks S. aureus nicotinate mononucleotide adenylyltransferase. purified NadD enzyme, colorimetric absorbance read-out. inhibition, % at 20 µM. 360,000 compounds, 0.78% hits. AID 602399; in the data active = inhibition above about 26%; note: some compounds past the cut are filed as inactive
DNMT1 block: DNMT1 (human) enzyme inhibition; inhibition (reported as % activation of signal), % at 10 µM; P26358; 360,000 compounds, 0.83% hits; AID 588458; DNMT1 molecular beacon, Hinp1I cleavage, fluorescence; in the data active = inhibition above about 50%
Rpn11 inh: blocks the human proteasome subunit Rpn11; 360,000 compounds, 0.59% hits; O00487; AID 588493; calls only at 20 µM; human 26S proteasome, Ub4-pepOG fluorescence polarization; 20S core pre-blocked with epoxomicin;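 active = inhibition at 20 µM, scaled to each plate's controls, above about 33%, limit read from the data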
NRP1-CendR mod: NRP-1/CendR interaction modulation; O14786; FAM-RPARPAR peptide binding to NRP-1, fluorescence polarization; inhibition, % at 25 µM; 360,000 compounds, 0.85% hits;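 active = inhibition or corrected inhibition above about 18%, plus a signal ratio from 0.5 to 1.5, limit read from the data, passing the limit was not always enough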; note: strong numbers were not always called active
LMPTP block: LMPTP (human) inhibition. P24666. recombinant LMPTP-A, OMFP fluorogenic substrate, fluorescence intensity. inhibition, % at 20 µM. AID 651560. 360,000 compounds, 0.22% hits;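 active = compounds that cut the enzyme signal by at least half of the control window in the single-dose screen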;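 note: plate controls were DMSO wells with enzyme plus substrate for no effect and substrate without enzyme for full effect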
Target sequence (P24666 whole entry, looked up): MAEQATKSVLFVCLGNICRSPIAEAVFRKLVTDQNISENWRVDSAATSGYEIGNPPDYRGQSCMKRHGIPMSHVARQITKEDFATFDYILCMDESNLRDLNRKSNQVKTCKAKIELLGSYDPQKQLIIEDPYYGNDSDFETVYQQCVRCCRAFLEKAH
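Test system: LMPTP-A, protein tyrosine phosphatase of low molecular weight; Input: 0.625 nM enzyme; Incubation: 50 min dark incubation at room temperature; Signal: endpoint fluorescence intensity from OMFP dephosphorylation; Read-out basis: % inhibition versus control wells.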
Starred values were filed as active, the others as inactive; i = inactive; . = not tested or not shown.

1	CC(C)c1ccc(/C=C2\SC(=S)N(CCC(=O)NCCCn3ccnc3)C2=O)cc1
2	Cc1cc(Cl)ccc1NC(=O)C1CCCN1C(=O)c1cccs1 (stereo not drawn)
3	CCOC(=O)n1c(SCC(N)=O)nc2ccccc21
4	O=C(CNc1cc(S(=O)(=O)N2CCOCC2)ccc1N1CCOCC1)Nc1cccc(C(F)(F)F)c1
5	CN=C(C)/C(C(=O)OC)=C(/O)c1ccccc1F
6	CSc1ccc(/C=C(\C#N)C(=O)NC2CCCCC2)cc1
7	Cc1c(C(=O)N2CC(C)OC(C)C2)[nH]c2ccc(Br)cc12 (stereo not drawn)
8	COc1cccc(CNC(=O)c2cc(C)nc3ccccc23)c1
Screen / compound no.,1,2,3,4,5,6,7,8
SUMO1-SIM PPI,-19.7,5.9,0.1,1.9,-0.9,-4.4,-1.3,-0.5
SKN-1 inh,-8.0,-4.2,-9.9,-0.6,-6.1,-5.1,7.1,2.2
Scp1 inh,2.9,-5.1,-2.2,-5.0,6.5,-3.9,-18.2,-0.8
MT1-MMP act inh,1.9,2.7,-4.1,1.2,-1.6,-5.2,0.3,-0.8
STEP inh,7.5,-4.4,5.3,3.3,-0.1,-2.7,2.7,-0.1
NadD block,12.5,7.7,-3.5,1.8,-5.2,-6.8,-7.1,-6.3
DNMT1 block,-5.2,2.3,-2.5,0.5,1.3,3.4,-2.5,2.1
Rpn11 inh,i,i,i,i,i,i,i,i
NRP1-CendR mod,6.2,-4.3,0.8,-3.3,2.1,7.2,-15.0,-4.8
LMPTP block,-5.5,0.3,-1.9,0.8,-0.6,0.4,0.0,-1.0

Values by screen from the entries so far.
Entries 3 to 7 in NadD block read -3.5, 1.8, -5.2, -6.8, -7.1
Entries 3 to 7 in SKN-1 inh read -9.9, -0.6, -6.1, -5.1, 7.1
Entries 3 to 7 in Scp1 inh read -2.2, -5.0, 6.5, -3.9, -18.2

The listing continues:
9	COc1ccc(C(C)=O)cc1CC1(C)C(=O)Nc2ccc(OC(F)(F)F)cc21 (stereo not drawn)
10	O=c1c2ccc(Cl)cc2[nH]c(=S)n1CCC1=CCCCC1
11	CC(=O)Nc1cncc(-c2cccc(C(=O)N(C)C)c2)n1
12	CCN1CCN(C(=O)c2nn(-c3ccc(C)cc3)c(=O)c3c2c2ccccc2n3C)CC1
13	COc1ccccc1NC(=S)N1CCN(c2ccccn2)CC1
14	N#CNc1nc(O)cc(=O)[nH]1
15	CCCOc1ccc2[nH]cc(C(=O)O)c(=O)c2c1
16	CCOC(=O)C1CCN(C(=S)Nc2ccc(Cl)cc2C)CC1
Screen / compound no.,9,10,11,12,13,14,15,16
SUMO1-SIM PPI,3.6,0.0,-1.9,-5.5,-3.2,15.9,4.2,1.0
SKN-1 inh,11.0,5.3,18.9,1.0,-7.0,2.3,12.1,-10.7
Scp1 inh,.,-2.1,.,-2.2,3.7,49.4,-3.3,-5.6
MT1-MMP act inh,1.0,-2.7,1.9,-0.1,5.8,-12.2,9.0,2.9
STEP inh,-1.0,-3.9,-4.8,0.8,-1.2,97.8*,10.1,-0.1
NadD block,-7.5,14.1,-0.2,-7.0,2.0,-0.2,5.8,0.4
DNMT1 block,11.7,7.4,3.5,0.3,0.6,1.3,-0.5,-2.3
Rpn11 inh,i,i,i,i,i,i,i,i
NRP1-CendR mod,-11.2,6.6,2.6,-6.6,-15.3,-38.0,6.2,8.5
LMPTP block,0.2,-0.8,-1.5,0.0,-0.4,86.7*,0.9,0.0

17	Cc1ccc(-n2c(SCc3ccc(C(=O)O)cc3)nnc2-c2ccncc2)cc1
18	CCc1ccc(C2=C/C(=C/c3cccnc3)C(=O)O2)cc1
19	Cc1cc(C)c2c(=O)[nH]c(SCC(=O)Nc3ccc(N(C)C)cc3)nc2n1
20	Cc1nn2c(CN(C(=O)c3ccco3)c3ccccc3)nnc2c2ccccc12
21	O=C(Nc1cccc(S(=O)(=O)NCc2ccco2)c1)c1cc(-c2ccccc2)nc2ccccc12
22	CC1=NN(c2ccc(S(=O)(=O)O)cc2Cl)C(=O)C1
23	N=C(N)n1ncc2c1CCCC2=O
24	O=C(NCc1ccccn1)[C@@H]1CCCN1C(=O)[C@@H]1CCCN1C(=O)c1cccc2ccccc12
Screen / compound no.,17,18,19,20,21,22,23,24
SUMO1-SIM PPI,1.9,-15.2,11.0,6.3,0.8,37.1,-10.3,-3.9
SKN-1 inh,-1.7,5.3,7.8,-0.4,22.6,-3.9,-9.3,-4.7
Scp1 inh,4.0,0.7,-5.2,7.2,6.9,14.3,.,.
MT1-MMP act inh,-1.3,2.0,4.0,1.0,-0.9,0.5,7.7,-0.9
STEP inh,0.3,0.6,2.1,4.8,-3.6,5.4,.,.
NadD block,-1.0,4.5,8.4,0.2,35.4*,0.2,0.7,-0.3
DNMT1 block,11.9,0.2,-0.5,1.9,-8.9,-2.3,.,.
Rpn11 inh,i,i,i,i,i,i,.,.
NRP1-CendR mod,0.0,-6.7,4.1,3.5,5.3,-5.3,1.9,1.1
LMPTP block,-1.7,0.7,5.2,-0.4,2.9,5.4,2.4,-2.2

25	Cc1ccnc(NC(=O)c2ccc(S(=O)(=O)NCc3ccco3)cc2)c1
26	CCc1nc2ccc(C(=O)Nc3ccc(OC)c(OC)c3)cn2c1N(C)C(=O)c1cccc(OC)c1
27	Cc1cccc(C)c1-n1nnnc1C(c1ccnc2ccccc12)N1CCN(C(=O)OC(C)(C)C)CC1 (stereo not drawn)
28	O=C(Cn1ncc(Cl)c(Cl)c1=O)N1CCc2ccccc21
29	Cc1nnc(NC(=O)c2ccc(Br)cc2)s1
30	CC(C)Oc1ccc(CSC(=N)N)cc1
31	Cc1ccsc1/C=N/NC(=O)CC(=O)NCC(C)C
32	CCOC(=O)c1ccccc1N/C=C/C(=O)c1cccs1
Screen / compound no.,25,26,27,28,29,30,31,32
SUMO1-SIM PPI,2.9,-2.2,-0.7,-3.4,3.1,0.7,-3.6,-18.9
SKN-1 inh,-13.4,27.2,1.8,1.7,1.1,7.0,-7.9,22.5
Scp1 inh,-4.9,.,.,0.6,-2.9,-5.8,-3.6,-5.2
MT1-MMP act inh,0.8,-0.5,-6.2,-14.6,-1.5,5.0,-1.1,9.2
STEP inh,-0.8,2.3,.,0.0,1.3,0.8,1.4,1.0
NadD block,-0.2,10.3,5.8,2.6,-1.1,-3.9,-5.1,2.4
DNMT1 block,2.0,3.0,.,6.5,4.7,-0.1,-0.2,-4.3
Rpn11 inh,i,i,.,i,i,i,i,i
NRP1-CendR mod,-1.1,6.6,-1.1,-2.9,-10.6,15.4,3.4,-6.7
LMPTP block,-0.1,0.3,-0.4,-1.4,-0.3,0.0,-0.8,2.7

Reformatted field by field: part of the list above.
27: Cc1cccc(C)c1-n1nnnc1C(c1ccnc2ccccc12)N1CCN(C(=O)OC(C)(C)C)CC1 (stereo not drawn)
  SUMO1-SIM PPI: -0.7
  SKN-1 inh: 1.8
  Scp1 inh: .
  MT1-MMP act inh: -6.2
  STEP inh: .
  NadD block: 5.8
  DNMT1 block: .
  Rpn11 inh: .
  NRP1-CendR mod: -1.1
  LMPTP block: -0.4
28: O=C(Cn1ncc(Cl)c(Cl)c1=O)N1CCc2ccccc21
  SUMO1-SIM PPI: -3.4
  SKN-1 inh: 1.7
  Scp1 inh: 0.6
  MT1-MMP act inh: -14.6
  STEP inh: 0.0
  NadD block: 2.6
  DNMT1 block: 6.5
  Rpn11 inh: i
  NRP1-CendR mod: -2.9
  LMPTP block: -1.4

More structures.
33	CC(=O)c1ccc(N(CC(=O)NC2CCCC2)C(=O)CCC(=O)Nc2cc(C)on2)cc1
34	CCOc1ccc(CC(=O)NC2CCN(Cc3ccccc3)CC2)cc1
35	COC(=O)c1ccc(C2c3[nH]c4ccccc4c3C[C@H]3C(=O)N(C4CCN(Cc5ccccc5)CC4)CC(=O)N23)cc1 (stereo partly drawn)
36	COc1ccc(CNC(=O)c2cccc(NC(=O)CC3SC(N4CCCCC4)=NC3=O)c2)cc1 (stereo not drawn)
37	CC(C)(C)c1ccccc1NC(=S)NC1CCCC1
38	C[C@@H](CN=[N+]=[N-])CN1CC[C@H](NC(=O)OCc2ccccc2)CCC1=O
39	Cc1cccc(N2CCN(Cc3nc(CC4CC4)no3)CC2)n1
40	CCOc1ccccc1CN1CCN(CC2=Cc3cc(OC)ccc3OC2)CC1CCO (stereo not drawn)
Screen / compound no.,33,34,35,36,37,38,39,40
SUMO1-SIM PPI,0.5,2.6,4.4,2.3,-0.7,-1.0,1.3,-9.7
SKN-1 inh,-7.7,-6.7,8.0,-9.9,7.8,23.8,-3.3,-9.8
Scp1 inh,-3.0,-5.1,5.3,-1.8,4.0,-9.3,-9.1,-4.3
MT1-MMP act inh,-2.4,0.6,2.9,-1.1,-3.7,-0.3,3.3,3.2
STEP inh,-2.3,0.8,5.1,2.1,-1.3,4.4,2.2,-2.1
NadD block,-5.9,2.4,20.4,5.3,-4.1,0.6,-4.5,-10.8
DNMT1 block,-0.4,-0.1,-7.0,-2.2,2.2,3.3,-0.2,1.8
Rpn11 inh,i,i,i,i,i,i,i,i
NRP1-CendR mod,-6.8,-4.9,7.0,-2.8,-1.5,3.9,-11.8,4.7
LMPTP block,-3.4,-0.3,6.0,-0.1,2.5,-0.5,-1.5,-0.2

41	O=C(COC(=O)c1ccc2ccccc2n1)c1ccc(F)cc1
42	CCc1ccccc1NC(=O)CCc1nc(-c2cccs2)no1
43	Cc1ccnn1CC(=O)N/N=C/c1ccco1
44	NS(=O)(=O)c1ccc(O)c(NC(=O)c2ccc([N+](=O)[O-])o2)c1
45	Cc1ccc(-c2nc3c(c(SCC(=O)N4CCOCC4)n2)COC(C)(C)C3)cc1
46	CCOC(=O)COn1c(=O)c[n+]([O-])c2ccccc21
47	O=C1CCC(C(=O)N2CCCC2)CN1Cc1cccc(C(F)(F)F)c1 (stereo not drawn)
Screen / compound no.,41,42,43,44,45,46,47
SUMO1-SIM PPI,-8.0,-1.7,1.5,-27.5,1.0,-16.9,5.6
SKN-1 inh,-4.1,-2.3,11.9,3.5,-1.3,-9.6,-7.4
Scp1 inh,-4.9,-9.2,-6.1,-4.3,-4.8,-4.9,-4.5
MT1-MMP act inh,-2.7,2.3,2.3,9.4,-2.4,-28.6,-0.6
STEP inh,1.1,-0.6,-2.5,8.2,1.5,0.8,-0.5
NadD block,-2.1,4.6,2.5,-4.8,-7.9,8.1,-1.2
DNMT1 block,1.3,0.4,1.0,0.0,1.4,-0.2,1.8
Rpn11 inh,i,i,i,i,i,i,i
NRP1-CendR mod,-4.7,10.4,14.2,9.1,11.0,-17.1,8.5
LMPTP block,0.1,0.5,-0.2,-0.7,-0.2,-2.3,-1.2
